# Bcl-W Bim block: disrupts Bim peptide binding to human Bcl-W; Q92843; bead-based flow cytometry; inhibition, % at 10 µM; hit rate 0.02% among 190,000;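 further: 0% = bound tracer without compound and 100% = peptide blocker; higher means less fluorescent Bim peptide bound to Bcl-W beads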
# Target sequence (Q92843 whole entry, looked up): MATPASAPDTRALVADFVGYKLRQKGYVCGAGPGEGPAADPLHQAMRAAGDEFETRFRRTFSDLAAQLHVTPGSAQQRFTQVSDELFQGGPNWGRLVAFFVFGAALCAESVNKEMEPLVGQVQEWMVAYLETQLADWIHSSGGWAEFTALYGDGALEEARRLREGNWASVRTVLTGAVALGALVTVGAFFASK
# ABCG2 block: blocks JC-1 efflux by human ABCG2 transporter; Q9UNQ0; IgMXP3 cells, flow cytometry; inhibition, % at 6.6 µM; hit rate 0.1% among 190,000;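 active means inhibition above 80%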;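 further: 0% = DMSO and 100% = nicardipine control wells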
#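 test system = two drug-resistant human cell lines, ABCG2 and ABCB1 | amount = 3 million cells/mL final, two lines in 1:1 ratio | reagent = JC-1 transporter substrate | doses = one concentration, 6.6 µM final | incubation = 10 min at 25 °C | signal = flow cytometric JC-1 green MFI at 530 nm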
# Bfl-1 Bim block: human Bim-Bfl-1 interaction inhibition | Q16548 | Bead-based flow cytometry, Bim-Bfl-1 binding inhibition | inhibition, % at 10 µM | hit rate 0.12% among 190,000 | AID 1008;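 further: 0% = wells without compound plus tracer and 100% = blocker peptide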
# Bim-Bcl-2: human Bim-Bcl-2 interaction inhibition; inhibition, % at 10 µM; P10415; hit rate 0.06% among 190,000; Bead-based flow cytometry, Bim peptide-Bcl-2 binding; AID 950; in the data active means inhibition above about 40%; inconclusive means no clear call, values can overlap the other calls;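 further: 0% = no compound wells with probe peptide and 100% = reference peptide inhibitor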
# RGS7-Gao: regulators of human RGS7-Galphao interaction. hit rate 0.35% among 220,000. AID 1439. Multiplexed bead flow cytometry, RGS7-Galphao binding; actives lie on both sides. binding response (% of control), % at 10 µM; in the data active means binding response below about 49% or above about 150%; inconclusive means no clear call, values can overlap the other calls; inactive means in between;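 further: fluorescent Galphao held in activated GDP-AlF4 state binding bead-coupled RGS7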
# Target sequence (P09471 whole entry, looked up): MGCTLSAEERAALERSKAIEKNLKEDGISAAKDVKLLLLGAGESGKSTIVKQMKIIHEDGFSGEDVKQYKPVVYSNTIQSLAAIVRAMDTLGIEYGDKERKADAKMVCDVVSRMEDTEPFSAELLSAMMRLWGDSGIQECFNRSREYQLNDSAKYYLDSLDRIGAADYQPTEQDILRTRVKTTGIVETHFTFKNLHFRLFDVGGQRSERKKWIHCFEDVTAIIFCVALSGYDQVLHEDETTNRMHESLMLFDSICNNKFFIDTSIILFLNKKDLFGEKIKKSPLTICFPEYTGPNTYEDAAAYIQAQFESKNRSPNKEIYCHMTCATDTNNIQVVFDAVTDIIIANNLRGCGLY
# Avidin fluor: avidin bead compound fluorescence profile. fluorescence (KMESF) at 10 µM. hit rate 0.38% among 220,000. Avidin beads, compound fluorescence 488/530 nm, flow cytometry; hits give high values. AID 1775; in the data active means fluorescence above about 47; further: inactives centre near 10
# Bcl-XL Bim block: disrupts Bim peptide binding to human Bcl-XL | Q07817 | bead flow cytometry, fluorescence | inhibition, % at 10 µM | hit rate 0.04% among 190,000
# Target sequence (Q07817 whole entry, looked up): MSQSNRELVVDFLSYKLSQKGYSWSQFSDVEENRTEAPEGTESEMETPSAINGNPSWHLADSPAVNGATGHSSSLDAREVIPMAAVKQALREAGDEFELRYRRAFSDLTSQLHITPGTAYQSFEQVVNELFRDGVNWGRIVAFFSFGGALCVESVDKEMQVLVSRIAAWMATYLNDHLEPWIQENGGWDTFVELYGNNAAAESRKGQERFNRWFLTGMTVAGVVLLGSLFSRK
# Bcl-B Bim block: human Bim-Bcl-B interaction inhibition. Q9HD36. bead-based flow cytometry, Bim peptide-Bcl-B binding. inhibition, % at 10 µM. hit rate 0.073% among 190,000;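 further: 0% = tracer peptide without compound and 100% = reference inhibitor peptide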
# Target sequence (Q9HD36 whole entry, looked up): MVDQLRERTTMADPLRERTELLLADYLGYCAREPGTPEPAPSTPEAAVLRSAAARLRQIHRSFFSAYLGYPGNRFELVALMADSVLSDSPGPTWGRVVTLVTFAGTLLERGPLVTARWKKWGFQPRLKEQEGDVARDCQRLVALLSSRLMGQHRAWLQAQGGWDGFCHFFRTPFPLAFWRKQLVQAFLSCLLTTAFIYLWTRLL
# RGS4-Gao reg: human RGS4-Galphao interaction regulation. P09471. Multiplexed bead flow cytometry, RGS4-Galphao binding; actives lie on both sides. binding response (% of control), % at 10 µM. hit rate 0.33% among 220,000. AID 1415; in the data active means binding response below about 49% or above about 150%; inactive means in between;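 further: fluorescent Galphao activated with aluminum fluoride binding bead-coupled RGS4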
# GSH bead fluor: GSH bead compound fluorescence profile | GSH beads flow cytometry, compound fluorescence 488/530 nm; hits give high values | fluorescence (KMESF) at 10 µM | hit rate 0.25% among 190,000; in the data active means fluorescence above about 89;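 further: glutathione beads carrying GST-tagged Bcl family fusion proteins plus one bare bead set; values are compound well signal with DMSO vehicle wells as background; inactives centre near 16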
# ABCB1 block: inhibitors of human ABCB1 transporter, ABCG2 counter-screen | hit rate 0.067% among 190,000 | inhibition, % at 6.6 µM | CCRF-Adr cells, JC-1 efflux, flow cytometry; in the data active means inhibition above about 40%;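 further: 0% = vehicle and 100% = reference inhibitor; higher value means more JC-1 retained so stronger ABCB1 efflux block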
# * hit, by the source's call; ? = inconclusive; nt = no result given. Unless noted, no stated cut-off is given here; in the data, active means inhibition above about 40%.
# The opening 15 records, ahead of the listing:
SMILES,Bcl-W Bim block,ABCG2 block,Bfl-1 Bim block,Bim-Bcl-2,RGS7-Gao,Avidin fluor,Bcl-XL Bim block,Bcl-B Bim block,RGS4-Gao reg,GSH bead fluor,ABCB1 block
C/C(=N\Nc1cccc(C(=O)O)c1)c1ccc(Cl)s1,-6,24,-4,-3,81,5,-3,-5,85,15,0.3
O=C(COc1ccc([N+](=O)[O-])cc1)NNC(=S)NC(=O)c1ccc(Br)cc1,-2,-2,8,0,107,21,-7,-32,106,12,-1.2
O=C(O)c1ccccc1Cc1nc2cc(Cl)ccc2c(=O)[nH]1,-2,0,-6,-6,100,10,0,-4,101,10,-0.2
CCN1C(=O)/C(=C\N2CCCc3ccccc32)SC1=S,0,1,0,0,89,13,-1,1,89,21,-0.1
CC(=O)NC(Nc1c(C)n(C)n(-c2ccccc2)c1=O)C(Cl)(Cl)Cl (stereo unspecified),-6,1,-5,-4,101,3,-4,-7,104,12,0.6
COc1ccc(Br)cc1C(=O)Nc1cccc(NC(=O)c2ccco2)c1,0,7,-14,-10,99,14,-5,-5,102,30,-0.9
COc1cccc(OCC(O)CO)c1 (stereo unspecified),-4,1,-4,-2,100,32,-2,-1,102,18,0.5
CN1C(=O)C(CC(=O)Nc2ccccc2)S/C1=N/c1nccs1 (stereo unspecified),0,2,-7,-4,96,12,-1,-6,97,12,0.4
O=C(C1CCCN(S(=O)(=O)Cc2ccccc2)C1)N1CCCCC1 (stereo unspecified),0,1,0,-3,97,28,0,-2,98,14,0.6
CCCn1c(SCC(=O)O)nc2ccccc21,0,2,-6,-6,100,14,-5,-10,101,31,1.4
Cc1ccc(C(=O)Nc2oc(-c3ccccc3)cc2C#N)cc1,-2,2,-3,-3,100,25,-5,-2,101,17,0.1
O=C(Cn1c(=O)[nH]c2ccsc2c1=O)NC1CCCCC1,-1,0,-13,-12,98,9,-7,-12,99,15,-0.7
CN(Cc1ccccc1)S(=O)(=O)c1ccc(NC(=S)NC(=O)C(C)(C)C)cc1,-3,16,0,-6,101,4,-2,-7,102,10,0.9
OCCNc1nc2ccccc2n1CC(O)c1ccccc1 (stereo unspecified),-1,-3,-2,0,97,11,2,2,99,15,-1.9
COc1ccc(C(=O)CN2C(=O)NC(C)(c3ccc(C)cc3)C2=O)cc1OC (stereo unspecified),2,2,-12,-2,99,6,-3,-4,97,14,0.5

# Main list, from the start:
SMILES,Bcl-W Bim block,ABCG2 block,Bfl-1 Bim block,Bim-Bcl-2,RGS7-Gao,Avidin fluor,Bcl-XL Bim block,Bcl-B Bim block,RGS4-Gao reg,GSH bead fluor,ABCB1 block
C/C(=N\Nc1cccc(C(=O)O)c1)c1ccc(Cl)s1,-6,24,-4,-3,81,5,-3,-5,85,15,0.3
O=C(COc1ccc([N+](=O)[O-])cc1)NNC(=S)NC(=O)c1ccc(Br)cc1,-2,-2,8,0,107,21,-7,-32,106,12,-1.2
O=C(O)c1ccccc1Cc1nc2cc(Cl)ccc2c(=O)[nH]1,-2,0,-6,-6,100,10,0,-4,101,10,-0.2
CCN1C(=O)/C(=C\N2CCCc3ccccc32)SC1=S,0,1,0,0,89,13,-1,1,89,21,-0.1
CC(=O)NC(Nc1c(C)n(C)n(-c2ccccc2)c1=O)C(Cl)(Cl)Cl (stereo unspecified),-6,1,-5,-4,101,3,-4,-7,104,12,0.6
COc1ccc(Br)cc1C(=O)Nc1cccc(NC(=O)c2ccco2)c1,0,7,-14,-10,99,14,-5,-5,102,30,-0.9
COc1cccc(OCC(O)CO)c1 (stereo unspecified),-4,1,-4,-2,100,32,-2,-1,102,18,0.5
CN1C(=O)C(CC(=O)Nc2ccccc2)S/C1=N/c1nccs1 (stereo unspecified),0,2,-7,-4,96,12,-1,-6,97,12,0.4
O=C(C1CCCN(S(=O)(=O)Cc2ccccc2)C1)N1CCCCC1 (stereo unspecified),0,1,0,-3,97,28,0,-2,98,14,0.6
CCCn1c(SCC(=O)O)nc2ccccc21,0,2,-6,-6,100,14,-5,-10,101,31,1.4
Cc1ccc(C(=O)Nc2oc(-c3ccccc3)cc2C#N)cc1,-2,2,-3,-3,100,25,-5,-2,101,17,0.1
O=C(Cn1c(=O)[nH]c2ccsc2c1=O)NC1CCCCC1,-1,0,-13,-12,98,9,-7,-12,99,15,-0.7
CN(Cc1ccccc1)S(=O)(=O)c1ccc(NC(=S)NC(=O)C(C)(C)C)cc1,-3,16,0,-6,101,4,-2,-7,102,10,0.9
OCCNc1nc2ccccc2n1CC(O)c1ccccc1 (stereo unspecified),-1,-3,-2,0,97,11,2,2,99,15,-1.9
COc1ccc(C(=O)CN2C(=O)NC(C)(c3ccc(C)cc3)C2=O)cc1OC (stereo unspecified),2,2,-12,-2,99,6,-3,-4,97,14,0.5
CC1CCN(CC(O)COC2CCC(C(C)(C)C)CC2)CC1 (stereo unspecified),0,0,-1,1,101,15,1,-2,101,20,0.3
Cc1cc(C(=O)CN2C(=O)c3ccccc3C2=O)c(C)n1Cc1cccs1,2,9,13,6,89,4,8,6,82,58,3.9
Nc1nc(NCc2ccccc2)nc(Nc2ccc(F)cc2)c1[N+](=O)[O-],-2,3,0,0,106,16,-3,-1,103,9,0.2
Cc1cc([N+](=O)[O-])c(C(C)(C)C)cc1N,2,3,-10,-7,104,11,-4,-8,105,43,0.2
CNC(=O)COC(=O)CNC(=O)c1cc(Cl)cc([N+](=O)[O-])c1,4,3,0,-1,97,25,1,3,99,21,0.6
O=C(Cn1cnc2ccccc2c1=O)Nc1nc2ccccc2s1,-2,-1,-4,-1,98,20,-2,-4,100,11,-0.1
Cn1c(N)c(C(=O)COC(=O)c2cccs2)c(=O)n(C)c1=O,1,9,-7,-6,100,6,-7,-6,100,37,0.8
COc1ccc2cc3cc(C(=O)NCc4ccc5c(c4)OCO5)oc3nc2c1,-3,4,-2,-4,102,35,-4,-4,99,11,0.5
CC(C)c1ccc(S(=O)(=O)Nc2ccc(SC(F)F)cc2)cc1,-3,-6,-5,-6,100,24,-5,-10,102,10,-0.3
COc1ccc(-c2nnc(SCC(=O)NCc3cccs3)n2CC(C)C)cc1,-3,10,-21,-14,100,15,-9,-12,100,25,1.2
COCCn1c(SCc2cccnc2)nnc1-c1c[nH]c2ccccc12,-1,1,-9,-2,105,6,-3,-1,101,18,-0.7
COc1cc(=O)n2c(-c3ccccc3)csc2n1,-1,1,0,2,97,10,-1,0,97,5,0.2
CCOc1ccc(NC(=O)C2=C(C)C(=O)OC23CCC(C)CC3)cc1 (stereo unspecified),0,3,-10,-6,101,7,-3,-8,102,28,0.4
COC(=O)c1ccccc1NC(=O)CSCC(=O)Nc1ccc(F)cc1,0,3,0,-3,104,11,0,-1,103,25,0.8
COCCNCCCOc1ccc(C)cc1Br,2,0,-3,0,98,11,0,-2,100,24,0.0
CCc1cccc(C)c1NC(=O)C1CCCO1 (stereo unspecified),0,1,2,5,112,5,-16,0,114,251*,0.6
Cc1ccc(NC(=O)Cn2c(=O)n(CCCC(=O)NCc3ccco3)c(=O)c3ccccc32)cc1,-4,1,-3,-4,99,9,0,-1,96,17,0.1
CC(NC(=O)Nc1ccccc1)C(c1cccs1)N1CCN(C)CC1 (stereo unspecified),2,1,-9,-3,99,7,-2,-5,97,21,0.2
CC(O)CNCCCOc1ccccc1OCc1ccccc1 (stereo unspecified),0,1,-4,1,96,12,-5,-1,97,19,0.7
CC(O)Cc1cn(CC(=O)N2CCN(C(=O)OC(C)(C)C)CC2)nn1 (stereo unspecified),0,2,-4,-5,100,5,0,-6,101,21,1.1
Clc1ccc(Cn2ccc(-c3ccc4c(c3)OCO4)n2)cc1Cl,3,6,-8,-3,101,16,-1,-4,101,13,0.9
CNC(=O)c1ccccc1NC(=O)c1ccco1,-11,10,-8,-11,98,5,-12,-16,100,19,0.8
Cc1ccc(NC2(C(F)(F)F)N=C(c3ccccc3)NC2=O)nc1 (stereo unspecified),-2,-1,1,-3,88,7,0,0,88,11,-0.2
N#CCC(=O)Nc1ccccc1C(=O)O,-2,1,-6,-4,108,7,-8,-5,110,264*,0.1
COC(=O)C12CCC(C)(c3nc4ccccc4nc31)C2(C)C (stereo unspecified),0,4,-4,-1,100,8,-3,-5,100,15,2.1
CCCNC(=S)N1CCC(n2cnc3ccccc32)CC1,2,5,-4,-3,104,11,-2,-7,106,16,0.9
O=C(c1ccccc1)N1CCCCC(S(=O)(=O)c2ccc3ccccc3c2)C1=O (stereo unspecified),-1,8,-17,-9,96,13,-5,-9,102,35,-0.7
COc1cccc(C2=CC(c3cccs3)n3nnnc3N2)c1 (stereo unspecified),4,1,3,3,93,4,5,2,99,6,0.2
CCOC(=O)c1c(C)[nH]c(C(=O)CSc2nnc(-c3cccs3)n2Cc2ccccc2)c1C,-1,2,-12,-3,98,5,-7,-2,101,24,0.3
O=C1CCC(=O)N1OCCCOc1ccc2c(c1)CCC2,-4,7,0,-4,103,7,-2,-4,104,20,1.2
CC(C)(C)C(=O)Nc1nnc(CC(=O)NCc2ccccc2)s1,0,2,-5,0,?,9,0,-2,100,18,0.3
O=C(c1ccco1)N(Cc1cccs1)C1CCS(=O)(=O)C1 (stereo unspecified),-3,2,-16,-10,90,12,-4,-14,98,25,0.1
CC(=O)c1sc(NC(=O)C2(F)C(F)(F)C(F)(F)C(F)(F)C(F)(F)C2(F)F)nc1C,2,2,-13,0,98,5,-1,-3,100,24,0.0
Cc1cc(NC(=O)c2ccc(Cn3nc(C)c(Br)c3C)o2)no1,-1,12,-17,-13,102,12,-4,-8,106,31,1.8
O=c1c2ccccc2ncn1C1CCCCC1,-2,9,-18,-13,96,13,-14,-13,98,26,1.5
CN(C)c1nc(N)nc(CSc2ccccn2)n1,-1,1,-2,0,100,13,-5,-9,98,nt,0.3
Cc1c(Br)c([N+](=O)[O-])nn1CC(=O)Nc1ccc(C(C)C)cc1,-2,4,-5,-3,103,14,-5,-3,99,9,0.3
C=CCOc1c(OC)cc(/C=N/Nc2cccc(C(=O)O)c2)c(Br)c1Br,8,-11,23,-13,105,14,-9,-22,102,12,-1.7
COc1ccc(NC(=S)NN2CCN(C)CC2)cc1OC,-6,2,-3,-4,104,9,-7,-6,100,11,0.2
CCCCN(C)CCNC(=O)C(=O)c1c(C)[nH]c2ccccc12,0,0,-6,-2,90,24,-2,0,94,12,-0.1
Cn1c2ccccc2c2n[nH]c(=O)nc21,2,2,-6,-2,99,22,0,-3,101,7,0.7
CS(=O)(=O)Oc1ccc(/C=N/NC(=O)c2ccncc2)cc1,-1,0,-1,-3,100,13,-5,-6,99,4,-0.1
Cc1ccc(NS(=O)(=O)c2ccc(Cl)s2)cc1S(=O)(=O)N(C)C,9,-1,11,6,82,6,7,11,84,10,0.1

# Screens: PubChem BioAssay, NMMLSC
